MrgX1 ag – agonists of human MrgX1 receptor. Q96LB2. B-score at 10 µM. MrgX1-HEK293 cells, Fluo-4 calcium fluorescence, agonist mode; hits give high values. AID 588627. 0.44% of 310,000 active;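 active = calcium response B-score plate-corrected fluorescence ratio at least 3 library SD, with starting fluorescence B-score inside 5 SD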
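System: HEK293 cells stably expressing human MrgX1 receptor; Dosing: test compound in the initial addition of three; Schedule: overnight plating, then 30 min 37 °C plus 30 min room-temperature dye loading; Detection: kinetic calcium dye fluorescence, Fluo-4 NW; Controls: per-plate positive and negative controls for Z′ factor.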
TRPC6 inhibitor – inhibitors of mouse TRPC6 channel | Q61143 | HEK293-TRPC6, membrane potential dye, ACh-evoked depolarization; hits give low values | B-score at 10 µM | 1.1% of 310,000 active | AID 2553;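 active = B-score under library mean minus 3 SD, initial fluorescence not abnormally high, positive integrated signal ratio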;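 also: B-score derived from integrated fluorescence ratio over the kinetic read; more negative B-score means stronger inhibition of depolarization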
Target sequence (Q61143 whole entry, looked up): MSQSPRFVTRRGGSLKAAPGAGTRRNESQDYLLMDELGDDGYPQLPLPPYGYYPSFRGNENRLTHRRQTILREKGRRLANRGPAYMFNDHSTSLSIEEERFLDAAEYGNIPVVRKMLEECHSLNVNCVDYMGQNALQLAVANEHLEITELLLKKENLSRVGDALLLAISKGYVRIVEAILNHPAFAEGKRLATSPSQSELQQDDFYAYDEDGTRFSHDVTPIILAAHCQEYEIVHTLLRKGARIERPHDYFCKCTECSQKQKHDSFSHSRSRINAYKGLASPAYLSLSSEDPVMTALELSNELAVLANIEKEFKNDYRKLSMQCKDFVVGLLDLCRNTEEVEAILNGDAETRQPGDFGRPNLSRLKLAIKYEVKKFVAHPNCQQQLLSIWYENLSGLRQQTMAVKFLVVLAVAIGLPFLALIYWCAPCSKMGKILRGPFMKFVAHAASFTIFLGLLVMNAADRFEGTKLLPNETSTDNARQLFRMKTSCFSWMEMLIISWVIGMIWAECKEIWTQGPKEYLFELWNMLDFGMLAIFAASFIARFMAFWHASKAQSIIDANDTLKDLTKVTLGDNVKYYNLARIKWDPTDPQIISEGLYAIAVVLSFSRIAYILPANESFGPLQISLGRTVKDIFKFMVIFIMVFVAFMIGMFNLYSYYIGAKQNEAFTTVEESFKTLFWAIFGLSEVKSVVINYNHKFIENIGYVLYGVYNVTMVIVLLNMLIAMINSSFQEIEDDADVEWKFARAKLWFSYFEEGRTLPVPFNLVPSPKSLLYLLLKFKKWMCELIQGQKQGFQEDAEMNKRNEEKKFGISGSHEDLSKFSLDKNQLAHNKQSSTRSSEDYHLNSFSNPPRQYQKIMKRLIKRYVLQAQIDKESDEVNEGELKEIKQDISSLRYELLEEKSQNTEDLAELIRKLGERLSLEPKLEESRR
RGS4 inh – human RGS4 inhibition. P49798. AID 463165. HEK293 M3R/RGS4 inducible, Fluo-4 calcium flux; hits give high values; triggered by carbachol at its EC20. B-score at 10 µM. 0.45% of 310,000 active;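 active = B-score, a plate-corrected calcium signal, over three deviations above library mean, with baseline fluorescence within five deviations of library mean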;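 also: RGS4 expression induced by doxycycline in cells with stable M3 receptor; B-score is computed from the integrated fluorescence ratio over baseline after carbachol; higher B-score means a larger calcium signal and so more RGS4 inhibition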
Target sequence (P49798 whole entry, looked up): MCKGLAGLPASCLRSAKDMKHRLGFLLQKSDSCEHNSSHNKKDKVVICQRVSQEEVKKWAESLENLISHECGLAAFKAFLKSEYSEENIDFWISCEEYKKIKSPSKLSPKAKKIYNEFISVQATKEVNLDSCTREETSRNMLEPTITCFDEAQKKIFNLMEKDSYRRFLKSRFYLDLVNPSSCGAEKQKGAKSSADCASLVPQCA
TRPC6 activator – activators of mouse TRPC6 channel; Q61143; HEK293-TRPC6 membrane potential dye fluorescence; hits give high values; B-score at 10 µM; 0.13% of 310,000 active; AID 2550;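 active = B-score of the integrated fluorescence ratio above library mean plus 3 SD, and starting fluorescence ratio within library mean plus 5 SD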;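 also: higher score means more depolarization so channel activation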
ANO1 block – inhibitors of mouse TMEM16A calcium-activated chloride channel; Q8BHY3; HEK293 TMEM16A/YFP iodide influx fluorescence, ionomycin; normalized B-score (activity score, 25-100; higher = stronger inhibition) at 10 µM; 1.2% of 310,000 active; AID 588511;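 active = ratio plate-corrected score three or more library SD toward inhibition, starting fluorescence score within five deviations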;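 also: score derived from kinetic fluorescence span divided by baseline fluorescence per well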
MrgX1 PAM – allosterically activates human MrgX1 receptor signaling. B-score at 10 µM. MrgX1-HEK293, Fluo-4 calcium flux, FDSS; hits give high values. Q96LB2. AID 588675. 0.63% of 310,000 active;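 active = plate-corrected calcium response at least 3 library SD above typical, normal starting fluorescence, not activating the receptor alone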;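 also: compound read alongside a low EC10 to EC30 dose of BAM8-22 agonist; peak minus trough fluorescence over baseline measured at the second addition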
TRPC4 PAM – allosteric potentiators of mouse TRPC4 channel | B-score at 10 µM | 0.42% of 310,000 active | HEK293 TRPC4beta/mu-opioid, DAMGO EC20, Fluo-4 Ca2+ flux; hits give high values | Q9QUQ5;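 active = B-score of calcium response area above 5 SD of library B-scores, with initial fluorescence ratio within 5 SD of library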;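 also: B-score of integrated fluorescence ratio over time as area under calcium response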
TRPC4 agonist – opens the mouse TRPC4 cation channel. HEK293 TRPC4beta/mu-opioid, Fluo4 calcium fluorescence; hits give high values. B-score at 10 µM. 0.49% of 310,000 active;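 active = B-score above 5 SD of library B-scores, and initial fluorescence ratio not above library mean plus 5 SD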;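 also: positive B-score marks a calcium rise read as TRPC4 activation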
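system = HEK293 cells stably co-expressing mouse TRPC4beta and mu-opioid receptor | schedule = Fluo4 dye loading 45 min at room temperature, 110 s recording | measure = B-scored integrated calcium fluorescence ratio | signal = Fluo4 calcium-sensitive dye fluorescence, kinetic, 1 Hz baseline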
MrgX1 antag – blocks BAM8-22 activation of human MrgX1 receptor | B-score at 10 µM | 1.3% of 310,000 active | Q96LB2 | AID 588676 | MRGX1-HEK293 calcium flux, Fluo-4, BAM8-22 antagonism; hits give low values;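 active = calcium-response B-score plate-corrected more than 3 library SD below zero, starting fluorescence within 5 deviations, no agonist response on first addition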;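 also: peak minus trough fluorescence over baseline after final BAM8-22 challenge near maximal dose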
ANO1 activ – activators or potentiators of mouse TMEM16A chloride channel; Q8BHY3; HEK293 TMEM16A/YFP-H148Q/I152L, iodide quench fluorescence; hits give low values; B-score at 10 µM; 0.3% of 340,000 active; AID 623877;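 active = fluorescence-ratio B-score plate-corrected deviation score at least 3 library SD below zero, with starting fluorescence score within 5 deviations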;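 also: channel opened by trigger with iodide after compound preincubation; score built on the fluorescence ratio of max minus min over baseline; more negative score means more quench and so TMEM16A activation or potentiation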
TRPC4 block – blocks the mouse TRPC4 cation channel | HEK293 TRPC4beta/mu-opioid, DAMGO-evoked Fluo4 calcium flux; hits give low values | B-score at 10 µM | 0.39% of 300,000 active | Q9QUQ5;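 active = B-score over 3 SD under the library average, no early fluorescence shift, positive overall ratio signal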
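Material: HEK293 cells with stable TRPC4beta plus mu-opioid receptor expression; probe or stimulus: DAMGO in two steps, submaximal then maximal; technique: Fluo4 calcium fluorescence by kinetic imaging, 5 s 1 Hz baseline; measure: integrated fluorescence ratio relative to baseline, converted to per-well B score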
Numbers without * were called inactive; i = inactive; · = not tested or not shown.

no.	SMILES	MrgX1 ag	TRPC6 inhibitor	RGS4 inh	TRPC6 activator	ANO1 block	MrgX1 PAM	TRPC4 PAM	TRPC4 agonist	MrgX1 antag	ANO1 activ	TRPC4 block
1	COCCn1nnnc1C(c1ccc(OC)cc1)N1CCN(c2ccccc2F)CC1 (configuration not stated)	i	i	i	i	i	i	i	i	-5.7*	i	i
2	O=C(Nc1cc2c3c(c1)CC(=O)N3CCC2)c1ccco1	i	i	i	i	i	i	i	i	i	i	i
3	CCCc1nnc(NC(=O)CCC(=O)N2CCN(Cc3ccc(Cl)cc3)CC2)s1	i	i	i	i	i	i	i	i	i	i	i
4	CCOC(=O)c1ccc[n+](CC(=O)Nc2cc(C(F)(F)F)ccc2Cl)c1	i	i	i	i	i	i	i	i	i	i	i
5	COc1ccc(OC)c(Nc2cc(C)nc3ccc(C)cc23)c1	i	-7.5*	i	i	i	i	i	i	i	i	-6*
6	CCOC(=O)CC(=O)CSc1nc(C)cc(-c2cccnc2)c1C#N	i	i	i	i	i	i	i	i	i	i	i
7	CC(=O)Nc1ccc(S(=O)(=O)NNC(=O)C(=O)NNc2ccccn2)cc1	i	i	i	i	i	i	i	i	i	i	i
8	Cc1nn(C)cc1C(C(=O)NC1CCCCC1)N(C(=O)Cc1cccs1)c1ccc(Cl)cc1 (configuration not stated)	i	i	i	i	i	i	i	i	i	i	i
9	COC(=O)c1cc(S(=O)(=O)NCc2ccccc2Cl)c[nH]1	i	i	i	i	i	i	i	i	i	i	i
10	COc1ccc(/C=N\Nc2ccc([N+](=O)[O-])cc2[N+](=O)[O-])c(C(=O)O)c1OC	i	i	i	i	i	i	i	i	i	i	i
11	Cc1cc(NC(=O)C2CCN(S(=O)(=O)c3c(C)noc3C)CC2)ccc1Br	i	i	i	i	i	i	i	i	i	i	i
12	COc1cccc(OC)c1C(=O)NC(=S)N1CCOCC1	i	i	i	i	i	i	i	i	i	i	i
13	Cc1snc(S(=O)(=O)Cc2ccccc2Cl)c1C#N	i	i	i	i	i	i	i	i	i	i	i
14	COc1ccc(Nc2cc(NCCCO)c([N+](=O)[O-])c3nonc23)cc1	i	i	i	i	i	i	i	i	i	i	i
15	CCCN(CC(=O)Nc1ccccc1OC)C(=O)CSc1nc(C)cc(C)n1	i	i	i	i	i	i	i	i	i	i	i
16	CC(C)(C)C1CCC(=NNc2ncc(C(F)(F)F)cc2Cl)CC1 (configuration not stated)	i	i	i	i	i	i	i	i	i	i	i
17	COc1ccc(C(=O)Cn2c(=N)n(C)c3ccccc32)cc1	i	i	i	i	i	i	i	i	i	i	i
18	O=C(c1ccccc1)C1CCN(C(=O)C2CCC(=O)N(Cc3cccc(F)c3)C2)CC1 (configuration not stated)	·	i	i	i	·	·	i	i	·	i	i
19	O=C1C(c2c(O)[nH]c3ccccc23)=Nc2ccccc21	i	i	i	i	i	i	i	i	i	i	i
20	COc1ccc2c(CC(=O)OCC(=O)Nc3cccc(S(N)(=O)=O)c3)coc2c1	i	i	i	i	i	i	i	i	i	i	i
21	Nc1ncnc(Nc2cccc(C(F)(F)F)c2)n1	i	i	i	i	i	i	i	i	i	i	i
22	CCOC(=O)N1CCN(c2ccc([N+](=O)[O-])cc2F)CC1C (configuration not stated)	i	i	i	i	i	i	i	i	i	i	i
23	Cc1ccc(CNC(=O)C2CCN(C(=O)Nc3ccc(C)cc3)CC2)cc1	·	i	i	i	·	·	i	i	·	i	i
24	COc1cc(NC(=O)C(C)Oc2ccccc2)c(OC)cc1NC(=O)c1ccccc1 (configuration not stated)	i	i	i	i	i	i	i	i	i	i	i
25	COc1ccc(C(=O)NNC(=O)C(=O)Nc2ccc(C)c(Cl)c2)cc1	i	i	i	i	i	i	i	i	i	i	·
26	CCc1ccccc1NC(=O)Cn1nnc(-c2cccs2)n1	i	i	i	i	i	i	i	i	i	i	i
27	CC(C)n1cc(C(=O)c2cc(Br)ccc2O)cc(C#N)c1=O	i	i	i	i	i	i	i	i	i	i	i
28	CC(C)(C)C(=O)/C(=C/c1ccncc1)n1cncn1	i	i	i	i	i	i	i	i	i	i	i
29	COCCOCCOCCC(=O)NC1CC2CCC1(C)C2(C)C (configuration not stated)	i	i	i	i	i	i	i	i	i	i	i
30	CC(C)CCN1CC(C(=O)NCc2ccc(F)cc2)CC1=O (configuration not stated)	i	i	i	i	i	i	i	i	i	i	i

Other records
no.	SMILES	MrgX1 ag	TRPC6 inhibitor	RGS4 inh	TRPC6 activator	ANO1 block	MrgX1 PAM	TRPC4 PAM	TRPC4 agonist	MrgX1 antag	ANO1 activ	TRPC4 block
31	c1ccc2c(c1)NC(CN1CCOCC1)CO2 (configuration not stated)	i	i	i	i	i	i	i	i	i	i	i
32	O=C(CNc1ccccc1)Nc1ccc(F)cc1	i	i	i	i	i	i	i	i	i	i	i
33	CC(C(=O)Nc1ccc(F)c(F)c1F)N(C)Cc1cccs1 (configuration not stated)	i	i	i	i	i	i	i	i	i	i	i
34	O=C(O)C1CC=CCC1C(=O)Nc1ccc(N2CCN(Cc3ccccc3)CC2)cc1 (configuration not stated)	i	i	i	i	i	7.4*	i	i	i	i	i
35	O=C(C1CCN(S(=O)(=O)c2cccc3nsnc23)CC1)N1CCc2ccccc21	i	i	i	i	i	i	i	i	i	i	i
36	COc1cc(C(C(=O)NC2CCCC2)N(C(=O)c2snc(C(N)=O)c2N)C2CCCC2)cc(OC)c1OC (configuration not stated)	i	i	i	i	i	i	i	i	i	i	i
37	Cc1c(C(=O)N2CCCC2)c(S(=O)(=O)N2CCN(c3ccccc3F)CC2)c(C)n1C	i	i	i	i	i	i	i	i	i	i	i
38	CC(C)C(NC(=O)c1cccs1)c1nnc(SCC(=O)Nc2nccs2)n1C (configuration not stated)	i	i	i	i	i	i	i	i	i	i	i
39	COc1ccc(NC(=O)c2c(C)cc(=O)oc2C)c(OC)c1	i	i	i	i	i	i	i	i	i	i	·
40	CC(=O)Cc1nsc(NC(=O)c2ccc(Br)o2)n1	i	i	i	i	i	7.4*	i	i	i	i	i
41	Cc1ccccc1-n1c(=O)n(Cc2ccc(C(=O)O)cc2)c(=O)c2[nH]cnc21	i	i	i	i	i	i	i	i	i	i	i
42	COc1ccccc1CNS(=O)(=O)c1c(C)nc2scc(C)n2c1=O	i	i	i	i	i	i	i	i	i	i	i
43	CN(CC(=O)Nc1cccc(F)c1)C(=O)c1ccc(-n2cncn2)c([N+](=O)[O-])c1	i	i	i	i	i	i	i	i	i	i	i
44	COc1ccc(OC)c(S(=O)(=O)NCCCN2CCCC2=O)c1	i	i	i	i	i	i	i	i	i	i	i
45	COc1cccc2cc(-c3ccnc(N)n3)oc12	i	i	i	i	i	i	i	i	i	i	i
46	Cc1ccc(S(=O)(=O)Nc2nc3ccccc3s2)cc1	i	i	i	i	i	i	i	i	i	i	i
47	CSc1cccc(N2CC(C(=O)NCCN3C(=O)S/C(=C\c4cccnc4)C3=O)CC2=O)c1 (configuration not stated)	i	i	i	i	i	i	i	i	i	i	i
48	Cc1nnc(N2CCCC(C(=O)NCc3cccc(F)c3)C2)c2nn(-c3ccccc3)c(C)c12 (configuration not stated)	i	i	i	i	i	i	i	i	i	i	i
49	CCC(=O)Nc1ccc(C(=O)n2nc(C)cc2C)cc1	i	i	i	i	i	i	i	i	i	i	i
50	O=C(C1=C[C@H](c2coc3ccccc3c2=O)C[C@H](OCCCCO)O1)N1CCOCC1	i	i	i	i	i	i	i	i	i	i	i
51	N#Cc1cn(CCOc2ccccc2F)c2ccccc12	i	i	i	i	i	i	i	i	i	i	i
52	CCOC(=O)c1c(C)c(C(=O)NCc2cccs2)c(C)n1C	i	i	i	i	i	i	i	i	i	i	i
53	O=[N+]([O-])c1cc(-c2cnc3ccccc3n2)ccc1Oc1ccc(Cl)cc1	i	i	i	i	i	i	i	i	i	i	i
54	CCOc1cccc(C(=O)N/N=C/c2coc3ccccc3c2=O)c1	i	i	i	i	i	i	i	i	i	i	i
55	COc1cccc(/C=C/C(=O)OCC(=O)Nc2ccc3[nH]c(=O)[nH]c3c2)c1OC	i	i	i	i	i	i	i	i	i	i	i
56	CC(=O)c1cccc(NC(=S)NC(=O)Cc2ccccc2)c1	i	i	i	i	i	i	i	i	i	i	i
57	CCCCCC1C/C(=N\O)C=C(C)C1C(=O)OC (configuration not stated)	i	i	i	i	i	i	i	i	i	i	i
58	COc1ccc(/C=N/NC(=O)c2ccco2)cc1Cn1nc(C)c([N+](=O)[O-])c1C	i	i	i	i	i	i	i	i	i	i	i
59	Cc1ccc(N(CC(=O)N2CCCCC2)S(=O)(=O)c2ccc(C)cc2)cc1	i	i	i	i	i	i	i	i	i	i	i
60	Cn1c(=O)n(C)c2cc(NS(=O)(=O)c3cccs3)ccc21	i	i	i	i	i	i	i	i	i	i	i

Further compounds follow:
no.	SMILES	MrgX1 ag	TRPC6 inhibitor	RGS4 inh	TRPC6 activator	ANO1 block	MrgX1 PAM	TRPC4 PAM	TRPC4 agonist	MrgX1 antag	ANO1 activ	TRPC4 block
61	COC(=O)C(NS(C)(=O)=O)(c1c(C)[nH]c2ccccc12)C(F)(F)F (configuration not stated)	i	i	i	i	i	i	i	i	i	i	i
62	Cc1nn(CC(=O)NCCCN2CCC(N3CCCCC3)CC2)c(=O)c2cc(-c3ccccc3)nn12	i	i	i	i	i	i	i	i	i	i	i
63	O=C(CN1CCN(C(=O)C2COc3ccccc3O2)CC1)Nc1ccccc1 (configuration not stated)	i	i	i	i	i	i	i	i	i	i	i
64	CCSc1nnc([C@H](C)NC(=O)OC(C)(C)C)o1	i	i	i	i	i	i	i	i	i	i	i
65	C=C1c2cc(C)ccc2NC(=O)N1c1ccc(C)cc1	i	i	i	i	i	i	i	i	i	i	i
66	CCC(CC)C(=O)Nc1cc(OC)c(OC)cc1C(=O)O	i	i	i	i	i	i	i	i	i	i	i
67	C/C(=N\NS(=O)(=O)c1ccc(Br)cc1)c1ccncc1	i	i	i	i	i	i	i	i	i	i	i
68	CCOc1ccc(C(=O)NCC2(c3ccccc3)CCOCC2)cc1	i	i	i	i	i	i	i	i	i	i	i
69	Cc1c(C(=O)NCc2ccccn2)sc2nc(-c3ccccc3)cn12	i	i	i	i	i	i	i	i	i	i	i

Source: PubChem (Johns Hopkins Ion Channel Center)
